AddAB inh: less growth of phage-infected E. coli with AddAB | E. coli expressing H. pylori AddAB, absorbance growth | inhibition, % at 11.9 µM | 330,000 tested, 0.29% active | AID 435030; in the data active means inhibition above about 12%;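 further: 0% = vehicle wells of infected cells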
SR-BI HDL uptake: inhibitors of mouse SR-BI mediated HDL lipid uptake; Q61009; ldlA[mSR-BI] CHO cells, DiI-HDL uptake fluorescence, 3 h; inhibition, % at 12.5 µM; 320,000 tested, 0.96% active;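 active means mean replicate inhibition of at least 70% and a set share of replicates each scoring 70 or more; inconclusive means meets just one of the two criteria; inactive means fails both criteria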;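 further: 0% = median of neutral control wells and 100% = median of positive control wells; values of inactives mirror those of a sister screen read the other way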
Target sequence (Q61009 whole entry, looked up): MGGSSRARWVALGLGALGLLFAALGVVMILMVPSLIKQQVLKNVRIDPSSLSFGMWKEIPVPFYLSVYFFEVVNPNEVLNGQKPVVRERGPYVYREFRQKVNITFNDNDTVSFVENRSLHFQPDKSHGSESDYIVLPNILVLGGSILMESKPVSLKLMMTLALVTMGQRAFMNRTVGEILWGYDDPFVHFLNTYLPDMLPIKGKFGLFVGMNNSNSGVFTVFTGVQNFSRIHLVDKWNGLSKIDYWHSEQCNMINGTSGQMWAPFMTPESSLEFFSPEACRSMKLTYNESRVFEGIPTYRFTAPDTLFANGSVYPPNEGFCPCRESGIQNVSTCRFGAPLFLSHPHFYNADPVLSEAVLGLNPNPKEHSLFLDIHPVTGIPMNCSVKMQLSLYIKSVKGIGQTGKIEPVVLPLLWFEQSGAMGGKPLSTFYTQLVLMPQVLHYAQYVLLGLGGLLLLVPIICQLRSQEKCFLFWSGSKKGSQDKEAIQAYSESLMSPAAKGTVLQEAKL
SR-BI DiI-HDL act: enhances SR-BI lipid uptake from DiI-HDL. AID 504775. 320,000 tested, 0.096% active. CHO ldlA[mSR-BI] cells, DiI-HDL uptake fluorescence, 3 h; 100 = double the neutral-control signal. activation, % at 12.5 µM;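 active means mean replicate activation of at least 60% and every replicate at or above 60%; inconclusive means mean or all-replicate condition met, but not both; inactive means mean below 60% and not all replicates reaching 60%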;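 further: 0% = median plate neutral-control signal and 100% = twice that signal; values of inactives mirror those of a sister screen read the other way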
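Material: SR-BI-overexpressing, LDLR-lacking CHO cells | Dosing: Single compound concentration, delivered by pin transfer | Probe or stimulus: Labelled HDL, 10 µg/mL | Signal: Bottom-read cell fluorescence after medium removal, ex 550/em 595 nm | Schedule: 3 h, 37 °C | Evaluation: HDL uptake via cellular fluorescence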
CAL PDZ FP-1: CAL PDZ (human) peptide binding inhibition | Q9HD26 | purified CAL PDZ, TMR-peptide fluorescence polarization, 1 h | inhibition, % at 24.9 µM | 300,000 tested, 0.92% active | AID 602252;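 active means mean inhibition of at least 30% with at least half of replicates also reaching 30%; inconclusive means no clear call, values can overlap the other calls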;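 further: 0% = DMSO neutral control and 100% = excess unlabeled competitor peptide PRC23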
Wnt act: activators of Wnt/beta-catenin signaling; Wnt/beta-catenin reporter cell assay, activator, plate reader; activation, % at 9.35 µM; 300,000 tested, 1.2% active; AID 743398; in the data active means activation above about 30%, passing the limit was not always enough; inconclusive means no clear call, values can overlap the other calls;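 further: 0% = neutral control wells and 100% = positive control wells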
MITF TRPM1 HTS: MITF TRPM1 promoter activation in melanoma cells; SK-MEL-5 TRPM1-promoter luciferase, 24 h; % of positive control, neutral wells = 0; 300,000 tested, 0.75% active; activation, % at 12.5 µM;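 active means mean activation of at least 80% with every replicate also reaching 80%; inconclusive means mean reaches 80% but some replicate falls short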;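 further: 0% = neutral control wells and 100% = parthenolide positive control wells; values of inactives mirror those of a sister screen read the other way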
Tat transport: blocks Tat-dependent protein export in E. coli. 340,000 tested, 0.036% active. E. coli MC4100 TorA-mCherry Tat export, fluorescence. inhibition, % at 10 µM;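 active means mean replicate inhibition at least 50% and at least half of replicates individually reaching 50%; inconclusive means only one of the two criteria met; inactive means neither criterion met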;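 further: exported cargo escapes ClpAP degradation while cytoplasmic cargo is degraded and loses fluorescence; 0% = median of neutral control wells and 100% = median of NaSCN control wells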
E coli growth: counter-screen for AddAB inhibitors: E. coli growth inhibition; E. coli V3065 growth, OD600 absorbance, 18 h; inhibition, % at 11.9 µM; 330,000 tested, 0.27% active;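 active means inhibition above the campaign's mean inhibition across all tested compounds plus 3 SD, cut at about 9.9% in these data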;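 further: uninfected addAB+ strain grown without phage in ampicillin broth; 0% = DMSO wells and 100% = ciprofloxacin 0.95 µg/ml wells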
phage Ecoli inh: E. coli growth loss with phage present; AID 651602; 360,000 tested, 0.26% active; growth absorbance; inhibition, % at 11.9 µM; in the data active means inhibition above about 11%
CAL PDZ FP-2: inhibitors of human CAL PDZ peptide binding | Q9HD26 | purified CAL PDZ, TMR-peptide fluorescence polarization, 1 h | inhibition, % at 20 µM | 330,000 tested, 0.02% active | AID 504414;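 active means highest replicate inhibition of at least 40%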;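 further: plate controls were DMSO neutral control wells for no effect and unlabeled competitor peptide control wells for full effect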
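Assay system – tagged CAL PDZ protein CerCALP, purified · Timing – 1 h at RT · Compound – single point, 20 µM · Measured by – fluorescence polarization from S- and P-plane intensities, G-factor corrected · Evaluation – inhibition from polarization loss · Probe or stimulus – TMR reporter peptide T*-PRC34 · Buffer or medium – pH 7.4 phosphate-saline buffer, reducing agent, detergent, IgG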
Numbers without * were called inactive; ? = inconclusive; nt = no result given.

SMILES	AddAB inh	SR-BI HDL uptake	SR-BI DiI-HDL act	CAL PDZ FP-1	Wnt act	MITF TRPM1 HTS	Tat transport	E coli growth	phage Ecoli inh	CAL PDZ FP-2
Cc1cnc(CNC(=O)c2ccc3oc(C(C)C)nc3c2)[nH]1	3.8	-10	10	-5	-2	-6	13	3.5	3.7	0.5
COc1ccc(CCNC(=O)CSC2=NS(=O)(=O)c3cc(Cl)ccc3N2)cc1OC	-0.6	-14	14	-5	0	-14	-3	2.6	4.1	-1.5
CCCC(c1nnnn1Cc1ccco1)N1CCN(C(=O)c2ccco2)CC1 (centres undefined)	-0.6	10	-10	26	nt	-14	2	2.1	-1.7	-2.1
O=C(NCCCN1CCCCC1)C1CCC(CNS(=O)(=O)c2cccc3nsnc23)CC1 (centres undefined)	5.2	-4	4	0	-3	-2	-7	1.9	-1.0	-1.2
CCOC(=O)c1nnn(-c2nonc2-n2cccc2)c1CN1CCC(C(=O)OCC)CC1	-2.0	-4	4	1	-1	2	2	-2.2	1.1	-1.4
Cc1ccc2nc3c(nc2c1C)CCCC3	2.2	5	-5	-2	-1	6	-9	-2.4	1.4	0.7
O=c1c2ccccc2c2ccccc2c(=O)n1Cc1cccnc1	2.8	20	-20	-3	-7	-5	0	1.2	-2.5	-1.8
CC(C)NC(=NCc1ccc(Cl)cc1Cl)Nc1ccccc1	1.7	9	-9	0	1	-2	6	1.5	2.4	-1.7
C/C(=N\NC(=O)CN(c1ccccc1Br)S(C)(=O)=O)c1ccc2c(c1)OCCO2	3.7	-50	50	-2	-2	3	-7	1.4	3.0	-2.5
Cc1ccc(CSc2n[nH]c(N)n2)cc1	4.8	5	-5	-4	1	23	-9	4.6	4.8	3.2
Cc1ccc(/C=N/NC(=O)C(=O)N/N=C/c2ccc(C)o2)o1	1.6	23	-23	-4	1	1	2	0.0	-3.8	0.3
Cc1ccc(N(CCC(=O)NC(C)(C)C)S(=O)(=O)c2ccc(C)cc2)cc1	1.1	-26	26	-1	-1	-2	4	-0.1	2.2	-0.9
O=C(CNC(=O)c1ccccc1)OCc1ccc([N+](=O)[O-])cc1	3.8	-13	13	-1	-5	-2	3	1.0	3.9	-2.0
O=C(NC(=Nc1ccccc1)N1CCOCC1)Nc1ccccc1	1.3	6	-6	-1	1	5	-11	1.4	-0.1	-1.6
O=C(CNCc1ccc(Cl)cc1)Nc1cccc(C(=O)O)c1	nt	-16	16	3	0	2	5	nt	5.2	-0.3
Cc1cc(C)nc(NC(N)=NC(C)c2ccccc2)n1 (centres undefined)	3.0	nt	nt	nt	-3	nt	nt	0.5	3.0	nt
C[C@H]1[C@H](c2ccccc2)C[C@@H](C(=O)O)C1(C)C	-1.3	-20	20	-2	-1	0	18	-1.2	2.1	-0.5
CCNC(=S)NNC(=O)c1cc(-c2ccccc2C)nc2ccccc12	2.3	19	-19	1	-2	4	-6	-0.6	nt	nt
CCCCCCCCN1[C@@H](CC(=O)O)c2cc(F)ccc2S1(=O)=O	1.6	-16	16	0	3	8	-2	-1.5	1.2	-0.7
Cc1ccc(-c2ocnc2C(=O)Nc2ccccc2C(=O)N2CCCC2)cc1	3.1	nt	nt	-2	-3	nt	-3	0.9	1.2	-0.9

2 compounds drawn at random from the list so far, as already listed:
SMILES	AddAB inh	SR-BI HDL uptake	SR-BI DiI-HDL act	CAL PDZ FP-1	Wnt act	MITF TRPM1 HTS	Tat transport	E coli growth	phage Ecoli inh	CAL PDZ FP-2
Cc1ccc(-c2ocnc2C(=O)Nc2ccccc2C(=O)N2CCCC2)cc1	3.1	nt	nt	-2	-3	nt	-3	0.9	1.2	-0.9
O=C(CNCc1ccc(Cl)cc1)Nc1cccc(C(=O)O)c1	nt	-16	16	3	0	2	5	nt	5.2	-0.3

Next section:
SMILES	AddAB inh	SR-BI HDL uptake	SR-BI DiI-HDL act	CAL PDZ FP-1	Wnt act	MITF TRPM1 HTS	Tat transport	E coli growth	phage Ecoli inh	CAL PDZ FP-2
CCC1CN(C(=O)N2CCC(C(=O)NCCc3ccc(OC)cc3OC)CC2)c2ccccc2O1 (centres undefined)	3.9	78*	-78	-2	-1	-10	-4	-0.5	2.9	-0.6
COc1ccccc1COCC(O)CNCC1(N2CCCCC2)CCCCC1 (centres undefined)	-0.6	-10	10	0	10	1	-6	-0.2	0.6	0.2
c1cnc2cc(-c3ccsc3)ncc2c1	3.4	-52	52	-3	27	42	-15	0.8	2.6	0.7
Cc1ccc(C(=O)NCC2CCCN2S(=O)(=O)c2cccs2)cc1C (centres undefined)	0.8	12	-12	-2	-2	0	-8	-1.8	5.0	-2.0
COc1ccc(S(=O)(=O)N2CCC(C(=O)Nc3ccccc3C)CC2)c2cccnc12	-0.7	-13	13	-1	-6	nt	-12	-0.5	1.6	20
CCn1c(C)c(/C=N/Nc2nc3ccccc3s2)c2ccccc21	-2.4	112*	-112	-7	nt	45	1	-0.4	-1.4	nt
Fc1cccc(F)c1CSc1nc2ccccc2[nH]1	2.1	-16	16	-3	nt	71	-6	0.5	2.3	-1.3
CN(C)c1nc(N)nc(CSc2nc3c(c(=O)n(C)c(=O)n3C)n2Cc2ccccc2F)n1	2.2	0	0	1	-2	8	2	-1.1	2.9	0.3
COc1cccc2sc(NC(=O)c3ccc(Br)s3)nc12	0.4	65	-65	-5	nt	31	-2	0.5	1.2	-1.5
COc1ccc(NS(=O)(=O)c2ccc(C)c(NC(=O)NC3CCCCC3)c2)cc1	2.5	15	-15	-5	-5	-10	-5	-0.2	2.2	-1.0
CCOC(=O)C1(CCOc2ccccc2)CCN(Cc2ccncc2)CC1	-3.9	-2	2	5	-4	-1	3	-5.9	3.2	-1.0
COc1ccc(CNC(=O)COC(=O)/C=C/c2cccc(Br)c2)cc1OC	0.9	-25	25	nt	-1	-8	-3	1.9	2.7	-0.4
Cc1ccc2c(c1)N(CC(=O)NCc1cccs1)C(=O)CO2	0.2	-33	33	-4	nt	14	-4	0.5	1.6	nt
O=C(NC12CC3CC(CC(C3)C1)C2)C1CC(=O)N(c2ccccc2)C1 (centres undefined)	2.7	-26	26	nt	nt	-5	-14	-1.1	-3.3	-0.8
COc1cc(CNC(C)c2ccccc2)cc(Br)c1OCc1ccccc1 (centres undefined)	1.8	33	-33	-4	-9	-1	6	1.1	1.4	nt
COc1cccc(OCCCn2cc(/C=C3/C(=N)N4C=C(C)SC4=NC3=O)c3ccccc32)c1	1.8	51	-51	6	11	11	-2	-0.3	1.4	-2.8
CCOc1cccc(C2C(C#N)=C(N)Oc3cc(C)oc(=O)c32)c1OCC (centres undefined)	-2.6	-8	8	0	nt	-15	2	-0.1	2.1	-0.1
CC(=O)Nc1ccccc1NC(=O)CN(C)S(=O)(=O)c1ccc(C)cc1	3.1	0	0	-2	nt	nt	4	-1.6	0.3	-2.8
CC(C)/C=N\NC(=O)CCCCC(=O)N/N=C/C(C)C	-0.6	-13	13	-2	-4	2	-3	0.4	3.2	-2.1
CC(C)[C@H]1COCCS(=O)(=O)N1Cc1ccccc1-c1ccccc1	0.2	2	-2	-2	2	2	5	-0.9	2.2	0.3
O=C(CNC(=O)c1cncc(Br)c1)Nc1ccc(F)c(F)c1F	2.4	-57	57	-1	0	-10	11	-1.8	-2.3	-3.8
COCc1cc(Sc2ccc(Br)cc2)nc(-c2ccccc2)n1	3.1	55	-55	-9	nt	-6	4	1.4	2.1	0.4
O=C(COC(=O)c1ccc(CO)cc1)Nc1ccc(OC(F)F)cc1	3.2	-20	20	-1	-2	-1	8	1.0	2.4	0.1
O=C(O)c1cccc(N2C(=O)CSC2=S)c1	-0.1	-4	4	-9	-1	-1	-16	-1.3	-2.0	nt
COc1ccc(C(=O)N(NC(=O)Oc2ccccc2)C(C)(C)C)cc1	-0.8	-6	6	-5	-4	12	-14	-0.2	2.5	-0.4
COc1ccc(-c2nc(CS(=O)CC(=O)NC3CCC(C)CC3)c(C)o2)cc1OC (centres undefined)	2.2	53	-53	nt	12	45	-10	2.8	1.4	-1.6
O=C(NCC(=O)N(Cc1ccco1)C(C(=O)NC1CCCC1)c1cccnc1)c1ccco1 (centres undefined)	0.9	-12	12	2	-5	0	-9	1.4	5.0	-0.5
CC(C)Oc1ccc(C(=O)Nc2ccc(Cl)c(S(=O)(=O)Nc3ccc(Cl)cc3)c2)cc1	1.9	49	-49	-5	-7	-9	-6	0.5	2.3	-3.0
O=C(NC1CCCCC1)C(c1ccc(F)cc1)N(Cc1ccccc1)C(=O)CN1C(=O)c2ccccc2S1(=O)=O (centres undefined)	6.0	-2	2	0	0	-4	-13	1.4	1.5	-0.5
Cc1nn(CCO)c2c1C(=O)CCC2	0.4	-30	30	-2	-2	8	-3	-0.4	2.5	0.0
COc1cc2c(cc1OC)CN(C(=O)CSc1nnc(C)s1)CC2	2.1	0	0	1	nt	-9	-9	0.1	0.6	-1.2
COC(=O)Cc1c(C)c2ccc(OCC(C)=O)c(C)c2oc1=O	1.4	15	-15	-3	nt	?	1	2.7	-0.9	-1.0
CSCCC1C(C#N)=C(N)Oc2n[nH]c(-c3cccs3)c21 (centres undefined)	-1.6	7	-7	-4	10	-1	-2	1.0	-0.5	-2.9
O=C(N=C1SC2CS(=O)(=O)CC2N1Cc1ccc(F)cc1)C1CCCO1 (centres undefined)	2.7	-25	25	0	5	-8	-5	0.9	-1.7	-1.6
COc1ccc(NC2CCCN(C(=O)CCOc3ccccc3)C2)cc1 (centres undefined)	2.8	-6	6	-5	-2	-5	-2	-2.6	2.3	-0.8
Cc1cccc(NS(=O)(=O)c2cc(C(=O)N3CCc4ccccc4C3)ccc2Cl)c1C	3.5	2	-2	-4	nt	-2	8	0.2	0.6	-2.4
CS(=O)(=O)N(CC(=O)NCCC1=CCCCC1)c1cccc([N+](=O)[O-])c1	0.7	-2	2	-4	-3	-1	12	1.2	0.5	-2.8
N/C(=N\OC(=O)Cc1ccc([N+](=O)[O-])cc1)c1cccc(Br)c1	0.1	15	-15	4	-1	7	14	-1.5	1.1	-0.6
COc1ccc2[nH]cc(CCNS(=O)(=O)c3ccc(NC(C)=O)cc3)c2c1	2.3	6	-6	2	-1	-2	1	0.6	5.8	-0.5
Cc1ccccc1C(=O)N/C(=C/c1ccc(-c2cccnc2Cl)o1)C(=O)NCCCN1CCN(C)CC1	-0.1	-12	12	-4	nt	-5	0	-0.1	0.8	-0.4
COc1ccc(/C=C2\SC(=O)N(CC(=O)NNC(=O)c3ccccc3O)C2=O)cc1OC	23*	26	-26	-5	-14	-1	-6	18*	16*	-1.0
O=C(NNS(=O)(=O)c1ccccc1)c1ccncc1	2.9	4	-4	-1	nt	20	-10	2.2	3.1	0.0
CSCCC(NC(=O)COc1ccccc1)C(=O)OCC(=O)c1cc2ccccc2o1 (centres undefined)	-1.6	-4	4	-2	2	-8	-6	-0.2	1.9	-0.8

Compound activity as filed in PubChem.
